# Scp1 inh – Scp-1 phosphatase inhibitors, primary screen, biochemical, colorimetric, uHTS; Carboxy-terminal domain RNA polymerase II polypeptide A small phosphatase 1 (Homo …; Recombinant Scp1, phosphopeptide, malachite green phosphate absorbance; inhibition, % at 20 µM; 340,000 compounds, 0.88% hits;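 active means inhibition above about 50% at 20 µM, limit read from the data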;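 further: plate controls were DMSO wells with enzyme for no effect and wells lacking enzyme for full effect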
#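 Test system: SCP-1 phosphatase catalytic domain, residues 76-261; measured by: colorimetric phosphate reagent with accelerator and stabiliser, absorbance at 630 nm; timing: enzyme reaction 45 min at room temperature, colour 5 min, stabilisation 30 min; also added: Phosphorylated 17-residue peptide substrate; compound dosing: one concentration, 20 µM, with 1.0% DMSO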
# TbMetRS inhib – T. brucei MetRS inhibitors, primary screen, biochemical, luminescence | methionyl-tRNA synthetase (Trypanosoma brucei brucei) | purified T. brucei MetRS, ATP depletion, Kinase-Glo luminescence | inhibition, % at 11.9 µM | 360,000 compounds, 0.4% hits;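 active means inhibition above a per-plate cutoff of the control wells' mean inhibition plus 3 SD, cut at about 5.5% in these data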;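 further: 0% = DMSO wells median and 100% = median of wells with control inhibitor compound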
#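 Measured by: Kinase-Glo luciferase luminescence reporting remaining unconsumed ATP. Material: purified T. brucei MetRS enzyme. Doses: 11.9 µM compound single dose, 0.9% DMSO. Medium: HEPES buffer containing pyrophosphatase, BSA, spermine, DTT. Times: 15 min preincubation, 2 h reaction, all 25 °C. Reagent: methionine, ATP and bulk E. coli tRNA.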
# SUMO1 PPI mod – modulators of SUMO1 protein-protein interactions, primary screen, biochemical, uHTS. AID 602429, 2012. 360,000 compounds, 0.33% hits. SUMO1 binding to a labelled peptide, TR-FRET, 1 h. inhibition, % at 20 µM; in the data active means inhibition above about 37%
# Target sequence (P63165 whole entry, looked up): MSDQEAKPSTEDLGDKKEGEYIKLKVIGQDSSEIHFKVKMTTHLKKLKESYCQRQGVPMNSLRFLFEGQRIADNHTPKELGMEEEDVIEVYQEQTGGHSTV
# STEP block – STEP phosphatase inhibitors, primary screen, biochemical, fluorescence intensity, uHTS; recombinant STEP, OMFP fluorogenic substrate; inhibition, % at 20 µM; 360,000 compounds, 0.25% hits; Tyrosine-protein phosphatase non-receptor type 5 (Homo sapiens), P54829;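 active means inhibition at 20 µM, scaled per plate between control wells, above about 37%, limit read from the data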;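 further: 0% = DMSO with enzyme and substrate and 100% = substrate only without enzyme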
#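 Assay system: isolated STEP enzyme. Buffer or medium: pH 6.0 Bis-Tris with DTT and Tween 20. Also added: fluorogenic phosphatase substrate OMFP at 25 µM final. Dosing: 20 µM, 1% DMSO. Timing: 20 min reaction, room temperature, in the dark. Measured by: fluorescence intensity, excitation 480 nm, emission 540 nm. Evaluation: normalized % inhibition.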
# Rpn11 block – Rpn11 (PSMD14) deubiquitinase inhibitors, primary screen, biochemical, fluorescence polarization, uHTS | 26S proteasome non-ATPase regulatory subunit 14 (Homo sapiens), O00487 | human 26S proteasome, Ub4-pepOG fluorescence polarization; 20S core pre-blocked with epoxomicin | calls only at 20 µM | 360,000 compounds, 0.59% hits | AID 588493, 2011;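 active means inhibition at 20 µM, scaled to each plate's controls, above about 33%, limit read from the data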
# CSN deneddyl inh – inhibitors of CSN-mediated cullin deneddylation, primary screen, biochemical, fluorescence polarization, uHTS; AID 651999, 2013; Purified CSN, SCF-Nedd8-OG deneddylation; inhibition, % at 12.5 µM; 360,000 compounds, 0.38% hits; COP9 signalosome complex subunit 5 (Homo sapiens), Q92905;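 active means pattern-corrected inhibition above about 35%, with an unprinted fluorescence ratio check between 0.5 and 1.5, limit read from the data, passing the limit was not always enough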;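 further: 0% = enzyme with substrate and 100% = substrate without enzyme; some results filed as inactive read as strong as hits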
# Target sequence (Q92905 whole entry, looked up, one chain of several): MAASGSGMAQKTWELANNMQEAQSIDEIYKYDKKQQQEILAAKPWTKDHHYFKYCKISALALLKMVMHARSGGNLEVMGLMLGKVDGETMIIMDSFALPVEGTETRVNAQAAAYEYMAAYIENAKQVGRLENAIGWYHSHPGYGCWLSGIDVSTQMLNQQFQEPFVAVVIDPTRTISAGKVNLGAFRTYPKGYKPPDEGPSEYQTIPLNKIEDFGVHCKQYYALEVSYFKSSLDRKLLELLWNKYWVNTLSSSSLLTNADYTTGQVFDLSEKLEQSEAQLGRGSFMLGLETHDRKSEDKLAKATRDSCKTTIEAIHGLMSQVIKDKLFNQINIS
#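 Material: purified human Csn5 enzyme expressed in HEK293T cells / Medium: Tris buffer pH 7.5, NaCl, DTT, Tween-20, trehalose, ovalbumin / Compound dosing: 12.5 µM single point / Schedule: 90 min incubation of compound, enzyme and substrate at room temperature / Signal: fluorescence polarization of the substrate / Control set: no-enzyme wells high, enzyme-with-substrate wells low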
# LMPTP inh – LMPTP phosphatase inhibitors, primary screen, biochemical, fluorescence intensity, uHTS. Low molecular weight phosphotyrosine protein phosphatase (Homo sapiens), P24666. recombinant LMPTP-A, OMFP fluorogenic substrate. inhibition, % at 20 µM. 360,000 compounds, 0.22% hits;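 active means compounds that cut the enzyme signal by at least half of the control window in the single-dose screen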;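 further: plate controls were DMSO wells with enzyme plus substrate for no effect and substrate without enzyme for full effect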
#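 Test system – LMPTP-A enzyme · Amount – LMPTP-A at 0.625 nM final in the reaction · Buffer or medium – Bis-Tris pH 6.0, DTT, detergent · Reagent – OMFP 400 µM · Doses – single 20 µM dose · Schedule – reaction 50 min, room temperature, dark · Detection – fluorescence intensity of OMFP turnover product · Evaluation – percent inhibition versus substrate-only and uninhibited controls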
# PABP1 MLLE inh – inhibitors of PABP1 MLLE–PAM2 peptide binding, primary screen, biochemical, fluorescence polarization, FITC-PAM2, GST-MLLE; inhibition, % at 20 µM; 360,000 compounds, 0.36% hits; in the data active means inhibition above about 35%, passing the limit was not always enough;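 further: plate controls were DMSO wells with GST-MLLE for no effect and wells lacking GST-MLLE protein for full effect; some results filed as inactive read as strong as hits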
# Target sequence (P11940 whole entry, looked up): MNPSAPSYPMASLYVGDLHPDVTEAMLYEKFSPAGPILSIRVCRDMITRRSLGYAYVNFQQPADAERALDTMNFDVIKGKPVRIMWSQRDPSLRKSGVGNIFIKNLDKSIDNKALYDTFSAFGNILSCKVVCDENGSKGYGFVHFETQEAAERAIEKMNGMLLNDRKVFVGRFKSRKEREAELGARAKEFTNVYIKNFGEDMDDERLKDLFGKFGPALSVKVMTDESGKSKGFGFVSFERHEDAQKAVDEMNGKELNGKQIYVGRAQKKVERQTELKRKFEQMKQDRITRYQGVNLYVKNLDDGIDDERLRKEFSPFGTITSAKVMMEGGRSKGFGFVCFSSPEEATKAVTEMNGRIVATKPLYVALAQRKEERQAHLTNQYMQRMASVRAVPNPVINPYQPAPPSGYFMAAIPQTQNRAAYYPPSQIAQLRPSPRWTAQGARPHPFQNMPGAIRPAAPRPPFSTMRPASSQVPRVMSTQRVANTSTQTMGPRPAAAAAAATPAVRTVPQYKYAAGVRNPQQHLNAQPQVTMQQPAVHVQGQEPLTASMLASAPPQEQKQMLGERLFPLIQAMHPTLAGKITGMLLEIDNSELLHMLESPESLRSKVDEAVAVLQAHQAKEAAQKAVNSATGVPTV
# DNMT1 block – human DNMT1 methyltransferase inhibitors, primary screen, biochemical, molecular beacon, fluorescence, HinP1I cleavage, uHTS. inhibition (reported as % activation of signal), % at 10 µM. 360,000 compounds, 0.83% hits. AID 588458, 2011; in the data active means inhibition above about 50%
# NadD inh – inhibitors of S. aureus NadD, primary screen, biochemical, colorimetric, uHTS. purified NadD enzyme, colorimetric absorbance read-out. AID 602399, 2012. Nicotinate-nucleotide adenylyltransferase NadD (Staphylococcus aureus N315). inhibition, % at 20 µM. 360,000 compounds, 0.78% hits; in the data active means inhibition above about 26%; further: some compounds past the cut are filed as inactive
# An asterisk follows results filed as active; i = inactive; x = no result given.
SMILES,Scp1 inh,TbMetRS inhib,SUMO1 PPI mod,STEP block,Rpn11 block,CSN deneddyl inh,LMPTP inh,PABP1 MLLE inh,DNMT1 block,NadD inh
Cc1ccc2c(c1)C(c1ccc([N+](=O)[O-])cc1)=NNC(c1ccc(Br)cc1)=N2,0,5.2,-16,1,i,3,1.0,-9,-12,8
O=C(NCc1cccnc1)/C(=C\c1ccc(-c2ccc(Br)cc2)o1)S(=O)(=O)c1ccccc1,3,0.3,-4,1,i,3,-0.6,-3,0,0
O=C(CCCn1c(=S)[nH]c2cc3c(cc2c1=O)OCO3)NCCc1ccccc1Cl,-5,0.4,-7,-2,i,2,0.7,-100,0,-1
COc1ccccc1C(=O)NCCNc1nc2cc(C)cc(C)c2cc1C#N,-5,-0.3,0,0,i,4,1.6,17,-2,0
O=C(Nc1ccccc1)OC1C2CCC1C(N1CCCCC1)CC2 (stereo not given),0,-0.7,0,2,i,6,-1.1,-17,-2,0
O=C(NCc1ccco1)c1ccc(Cl)nc1,45,-0.9,6,6,i,-2,7.5,1,23,-3
CC(C)CCn1c(CN2CCN(c3cccc(Cl)c3)CC2)nc2c1c(=O)n(C)c(=O)n2C,-7,-0.8,14,3,i,6,3.2,-2,-7,4
COc1cc(C)c(Cl)cc1S(=O)(=O)NCc1ccco1,2,-0.5,-1,2,i,2,-0.9,0,-1,0
COc1ccc(C(=O)Nc2cccc3nc(C)ccc23)cc1OC,6,-0.4,0,-1,i,9,2.9,2,0,-3
CCOC(=O)Cn1c(N2CCCCCC2)nc2c1c(=O)[nH]c(=O)n2C,6,-1.3,-1,-2,i,3,-3.6,-2,0,-24
O=C(CN1C(=O)CCS(=O)(=O)c2ccccc21)NCc1ccc2c(c1)OCO2,0,-0.6,-2,-2,i,0,0.5,16,2,-4
Cc1c(CCC(=O)NCCCn2ccnc2)c(=O)oc2cc3occ(C(C)(C)C)c3cc12,-11,0.1,-55,0,i,2,-5.9,-2,-1,1
O=C(Nc1ccccc1)C1C2CCCCC21 (stereo not given),-5,-0.3,-1,-2,i,-2,0.6,-6,2,1
COc1ccc2c(c1)c(CC(=O)Nc1ccc(C(C)=O)cc1)c(C)n2C(=O)c1ccc(Cl)cc1,-13,0.5,-5,1,i,-2,3.6,-10,-17,19
C=CC[C@@H](CC(=O)N(CCO)Cc1ccccc1)C(=O)N[C@@H](COC(=O)[C@H](CC=C)CC(=O)OC(C)(C)C)Cc1c[nH]c2ccccc12,-18,-0.3,11,4,i,-2,5.1,-11,-18,-16

# 4 compounds out of the list above, ordered by their value in TbMetRS inhib, falling:
SMILES,Scp1 inh,TbMetRS inhib,SUMO1 PPI mod,Rpn11 block,CSN deneddyl inh,LMPTP inh,PABP1 MLLE inh,DNMT1 block,NadD inh
O=C(NCc1cccnc1)/C(=C\c1ccc(-c2ccc(Br)cc2)o1)S(=O)(=O)c1ccccc1,3,0.3,-4,i,3,-0.6,-3,0,0
COc1cc(C)c(Cl)cc1S(=O)(=O)NCc1ccco1,2,-0.5,-1,i,2,-0.9,0,-1,0
O=C(Nc1ccccc1)OC1C2CCC1C(N1CCCCC1)CC2 (stereo not given),0,-0.7,0,i,6,-1.1,-17,-2,0
CC(C)CCn1c(CN2CCN(c3cccc(Cl)c3)CC2)nc2c1c(=O)n(C)c(=O)n2C,-7,-0.8,14,i,6,3.2,-2,-7,4

# Later entries.
SMILES,Scp1 inh,TbMetRS inhib,SUMO1 PPI mod,STEP block,Rpn11 block,CSN deneddyl inh,LMPTP inh,PABP1 MLLE inh,DNMT1 block,NadD inh
CCCN1Cc2cccc(C(=O)NC3CCCC3)c2C1=O,-2,-0.5,4,-3,i,-3,-1.6,-13,-1,1
OC(CNCCCN1CCCCC1)COc1ccccc1 (stereo not given),-5,-1.9,-4,-1,i,0,-6.9,0,4,4
CC1=NN(c2cccc(C(=O)O)c2)C(=O)/C1=C\C=C\c1ccco1,80*,-1.6,25,41*,i,50,15,11,106*,0
O=C1CN(C(=O)c2ccco2)C(c2ccc(F)cc2)c2cc(Cl)ccc2N1 (stereo not given),-5,0.1,1,2,i,-2,0.1,3,4,-4
COc1ccc(C2C3=C(CC(C)(C)CC3=O)Nc3n[nH]c(C)c32)cc1 (stereo not given),0,-0.3,4,4,i,0,-2.2,-7,-5,6
O=C(Nc1cccc(F)c1)c1ccccc1-c1ccccc1,-4,-0.7,-3,1,i,2,-0.8,4,1,2
Cc1ccc(CSc2nnc(-c3ccccn3)n2N)cc1,-7,-0.1,-2,-2,i,0,-2.2,5,-1,0
Cc1ccccc1OCC1Cn2c(nc3c2c(=O)n(C)c(=O)n3C)O1 (stereo not given),-10,-0.6,7,0,i,4,-1.0,2,1,-5
CC1C(=O)N(Cc2ccc(F)cc2)c2ccccc2N1C(=O)c1c(F)cccc1F (stereo not given),-16,0.1,5,-1,i,2,1.0,0,1,-9
CCCS(=O)(=O)N1CCCC(C(=O)NC2CCCCC2)C1 (stereo not given),2,1.6,2,-2,i,2,0.2,7,0,-13
Cc1ccc(CONC(=O)/N=C/N(C)C)cc1,-6,-1.0,4,-2,i,-8,1.0,2,2,0
CCOC(=O)/C(=C/C=C1\Sc2cc(OCC)c(OCC)cc2N1CC)C(C)=O,3,-0.6,-172,-134,x,-66,17,i,46,-4
COc1ccccc1C(=O)NN=C1CCN(Cc2ccccc2)CC1,0,-0.6,-2,-1,i,0,-1.8,-8,8,2
O=C(COC(=O)CCc1c[nH]c2ccccc12)Nc1ccccc1C(F)(F)F,-8,-0.1,-3,5,i,-2,-0.1,7,-1,-8
CC(C)c1ccc(C(=O)Nc2ccc(CN3CCOCC3)cc2)cc1,1,-1.0,-3,-3,i,-1,-0.8,-12,2,-8
C[n+]1ccccc1/C=C/c1ccc2ncccc2c1,49,-0.5,-29,-3,i,0,3.0,-101,-1,9
Cc1ccc(C(=O)NCC(c2ccco2)N2CCc3ccccc3C2)cc1C (stereo not given),-8,-0.3,2,0,i,4,1.3,7,2,1
Cc1ccc(CN2CC(C(=O)OCc3ccccc3Cl)CC2=O)cc1 (stereo not given),-2,-0.3,1,4,i,-1,0.7,5,-1,-1
CCOC(=O)c1[nH]c2ccccc2c1NC(=O)CN(C)C,-14,-0.5,-4,-3,i,2,-0.5,8,-2,1
COC(=O)c1cc(NC(=O)c2cccnc2)cc(C(=O)OC)c1,-4,0.0,0,0,i,2,-2.2,13,2,-4
CNC(=O)c1[nH]cnc1C(=O)Nc1ccccc1C,-6,0.2,0,-1,i,3,-5.8,7,-1,3
COc1ccc(CN(C)C(=O)c2sccc2-c2ccccc2)c(OC)c1,-7,-0.2,3,1,i,2,0.4,4,-1,-8
CCN(CC(=O)Nc1c(F)cccc1F)C(=O)CNC(=O)C1CCCCC1,3,-0.4,-2,0,i,1,-0.6,-2,1,-2
O=C(CNC(=O)c1ccc2c(c1)OCO2)NCCOc1ccc(Cl)cc1,-9,0.3,-1,3,i,1,-0.3,14,8,-6
COc1ccc2nnc(-c3ccc(C(F)(F)F)cc3)n2n1,-11,-0.3,3,3,i,2,-2.3,-26,0,4
COc1ccc(NC(=O)Cn2nnc(-c3ccccc3)c2COc2ccc(C(C)=O)cc2)cn1,x,-0.4,-2,-1,i,1,-2.1,-14,0,2
CC(=O)Nc1ccc(OCC(O)Cn2nc(C)c(C(C)=O)c2C)cc1 (stereo not given),5,-0.4,-1,0,i,-2,-1.0,0,1,2
CN(c1ccc(OCC(=O)NCCc2ccccc2)cc1)S(=O)(=O)c1ccc(Cl)cc1,-12,-0.3,-1,0,i,-4,3.5,-11,1,-1
C/C(=N\O)C(=O)NCC1CCNCC1,-9,-0.2,-3,-2,i,6,-3.8,-10,3,6
Cc1ccc(CN(C(=O)Cn2nnc3ccccc32)C(C(=O)NCc2ccco2)c2ccc(C)o2)cc1 (stereo not given),3,-0.6,0,5,i,1,1.6,8,-2,0
Cc1ccc(/C=C/C(=O)Nc2cccc3cccnc23)o1,2,1.2,15,-1,i,-16,18,19,-6,10
O=C(NC1(Cc2ccccc2)CCN(CCCc2ccccc2)C1=O)c1ccccc1 (stereo not given),-4,-0.1,0,3,i,4,1.2,2,1,-1
OCCOc1cccc(CN2CCC(CO)(CCOc3ccccc3)CC2)c1,-4,-0.5,-4,0,i,0,-0.1,7,5,-4
CCOC(=O)C1(C)CCCCCN1C(=O)c1ccco1 (stereo not given),x,-0.1,2,-3,i,-2,-0.2,-8,1,-3
Cc1cc(C)n(C(=O)CCC(=O)NCc2ccccc2)n1,-4,0.4,4,0,i,-7,-1.3,-5,0,-1
CC(=O)NS(=O)(=O)c1ccc(N=NN2CCCCCC2)cc1,1,-0.5,-3,-2,i,-9,-2.1,-3,2,-7
O=C(Oc1ccc(Br)cc1C(=S)N1CCOCC1)c1ccccc1,0,0.0,-6,1,i,-3,2.9,-27,-3,2
Cc1ccc(NC(=O)CSc2nccn(-c3ccc4c(c3)OCCO4)c2=O)cc1,-10,-0.4,-27,0,i,-3,-0.5,16,-3,-1
Nn1c(SCc2csc(-c3ccccc3)n2)nnc1-c1cccs1,15,-2.1,-2,2,i,-2,0.0,-88,-4,2
O=C(O/N=C\c1ccc(N2CCCCC2)c([N+](=O)[O-])c1)c1cccc(Cl)c1,-15,-0.1,-8,2,i,0,3.8,0,4,-4
O=C1C2C3C=CC(CC3)C2C(=O)N1c1ccc(Cl)cc1Cl (stereo not given),0,-0.4,1,-3,i,0,-1.0,-9,1,-6

# Screening results (PubChem BioAssay)
